# MITF primary: inhibitors of human MITF. inhibition, % at 2.6 µM. 0.91% of 650,000 active. O75030. AlphaScreen MITF homodimerization, bead proximity signal. AID 1259374; in the data active = inhibition above about 50%;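 also: 0% = vehicle wells with protein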
# GPR151 activ: activates the human receptor GPR151; 1% of 650,000 active; activation, % at 11.2 µM; Q8TDV0; PathHunter beta-arrestin GPR151 cells, luminescence; in the data active = activation above about 4.9%;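 also: 0% = median of compound wells and 100% = cells with positive control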
# Target sequence (Q8TDV0 whole entry, looked up): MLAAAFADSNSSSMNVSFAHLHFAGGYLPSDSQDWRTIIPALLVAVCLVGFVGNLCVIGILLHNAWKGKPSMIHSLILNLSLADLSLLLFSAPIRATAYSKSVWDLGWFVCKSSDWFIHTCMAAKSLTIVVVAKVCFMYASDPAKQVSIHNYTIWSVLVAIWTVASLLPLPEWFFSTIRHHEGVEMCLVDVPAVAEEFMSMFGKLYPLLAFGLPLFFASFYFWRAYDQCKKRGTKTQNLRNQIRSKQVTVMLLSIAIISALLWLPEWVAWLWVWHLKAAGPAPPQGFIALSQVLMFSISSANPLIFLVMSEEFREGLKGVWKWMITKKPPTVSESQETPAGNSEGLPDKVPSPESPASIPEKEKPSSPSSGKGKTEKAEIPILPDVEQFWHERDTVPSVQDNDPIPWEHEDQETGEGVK
# TEAD-YAP block: TEAD-YAP interaction inhibition. HEK-TIYL cells, TEAD-Gal4/YAP UAS-luciferase luminescence. inhibition, % at 9.12 µM. 1.4% of 640,000 active. AID 1259422; in the data active = inhibition above about 32%;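 also: 0% = median of test compound wells and 100% = reference inhibitor wells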
# FBW7 activator: human FBW7 E3 ligase activation, primary screen. normalized activity (activation), % at 26.1 µM. Q969H0. AID 1259310. AlphaScreen FBW7–phospho-cyclin E peptide binding, activator screen. 0.13% of 650,000 active; in the data active = normalized activity above about 1.9%;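 also: purified mutant Fbw7 with reduced substrate affinity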
# Target sequence (Q969H0 whole entry, looked up): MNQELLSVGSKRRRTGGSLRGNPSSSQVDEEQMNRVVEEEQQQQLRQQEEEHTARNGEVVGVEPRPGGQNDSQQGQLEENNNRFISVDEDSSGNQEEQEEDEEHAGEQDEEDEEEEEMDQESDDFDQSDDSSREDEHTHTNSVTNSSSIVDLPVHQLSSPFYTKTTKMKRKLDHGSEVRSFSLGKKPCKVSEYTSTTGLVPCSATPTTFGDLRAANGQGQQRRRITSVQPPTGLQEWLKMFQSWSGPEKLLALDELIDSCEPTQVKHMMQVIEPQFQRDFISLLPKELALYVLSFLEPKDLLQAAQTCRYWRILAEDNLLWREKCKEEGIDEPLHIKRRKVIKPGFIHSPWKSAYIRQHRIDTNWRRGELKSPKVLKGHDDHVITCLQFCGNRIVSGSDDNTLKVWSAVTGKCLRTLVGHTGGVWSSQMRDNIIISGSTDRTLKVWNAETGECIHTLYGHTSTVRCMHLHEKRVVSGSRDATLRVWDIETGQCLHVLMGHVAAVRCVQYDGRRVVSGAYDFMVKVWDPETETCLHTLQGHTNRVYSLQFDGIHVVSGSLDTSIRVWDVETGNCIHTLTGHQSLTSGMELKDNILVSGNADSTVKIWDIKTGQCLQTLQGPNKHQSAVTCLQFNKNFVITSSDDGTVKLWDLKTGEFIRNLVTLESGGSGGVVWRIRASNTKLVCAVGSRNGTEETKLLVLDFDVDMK
# Numbers without * were called inactive. The order is random (roughly 3.4% active in at least one column).
# The opening 3 records (preview)
item	Compound	MITF primary	GPR151 activ	TEAD-YAP block	FBW7 activator
1	CCSc1nnc2c(n1)OC(c1cc(Br)c(O)c(OC)c1)Nc1ccccc1-2 (stereo unspecified)	12	1.1	3	0.2
2	CCOc1cc(C)nc(N2C3CCC2CC(O)(c2ccccc2OC)C3)n1 (stereo unspecified)	-1	3.7	3	-0.1
3	CN1CCCC1=NCC(O)Cn1cnc2c1c(=O)n(C)c(=O)n2C (stereo unspecified)	-5	0.3	-10	0.0

# Results (from the top)
item	Compound	MITF primary	GPR151 activ	TEAD-YAP block	FBW7 activator
1	CCSc1nnc2c(n1)OC(c1cc(Br)c(O)c(OC)c1)Nc1ccccc1-2 (stereo unspecified)	12	1.1	3	0.2
2	CCOc1cc(C)nc(N2C3CCC2CC(O)(c2ccccc2OC)C3)n1 (stereo unspecified)	-1	3.7	3	-0.1
3	CN1CCCC1=NCC(O)Cn1cnc2c1c(=O)n(C)c(=O)n2C (stereo unspecified)	-5	0.3	-10	0.0
4	COc1cccc(CNC2CCN(c3ccc(NS(=O)(=O)N(C)C)cc3)CC2)c1	3	0.8	-6	0.0
5	CC1CCCCC1NC(=O)CC1Oc2ccccc2NC1=O (stereo unspecified)	14	0.3	10	0.6
6	CCOCC(=O)Nc1nnc(SCCOC)s1	9	-0.2	12	-0.1
7	CCc1ccc2oc(-c3cc(N)ccc3Cl)nc2c1	8	-4.2	-50	0.2
8	COc1ccc(C(=O)O/N=C(/c2ccccc2)c2ccncc2)cc1	-27	0.3	-33	0.0
9	COc1ccc(-c2ccc[nH]2)cc1	-6	0.2	0	-0.2
10	CCOC(=O)N1CCN(c2cc(-c3cccc(C(F)(F)F)c3)nc(C)n2)CC1	-3	1.0	-7	-0.1
11	CC1=C(C(=O)OC2CCCC2)C(c2ccccc2OC(C)C)NC(=O)N1 (stereo unspecified)	-6	1.7	14	-0.3
12	CC(C)N(C(=O)Cn1c(SCC(=O)NC2CC2)nc2ccccc21)C(C)C	9	-0.5	3	-0.1
13	CC1C2c3ccccc3C(c3ccccc32)C1C(=O)Nc1ccc(Cl)cc1 (stereo unspecified)	2	0.1	-3	0.0
14	CCNC(=O)/C(=C\c1ccc2c(c1)OCO2)NC(=O)c1ccco1	12	-1.2	-2	-0.1
15	O=C(Cc1cn(-c2ccc(N3CCOCC3)nn2)c2ccccc12)NCCO	12	2.0	-11	0.3
16	COC(=O)NNC(=S)NCc1ccc(C)cc1	-2	5.6*	0	0.2
17	CCOC(=O)N1CCN(CC(C)c2ccccc2)CC1 (stereo unspecified)	6	-0.8	2	-0.2
18	COC(=O)c1ccc(N=C2SC(C(=O)NCCc3ccccc3)CC(=O)N2C)cc1 (stereo unspecified)	-7	0.9	17	0.0
19	CCCCSc1nnc(NC(=O)CSc2nnc3n(N)cnn23)s1	-7	-0.7	0	0.1
20	C=CC[n+]1c(NNC(=O)Nc2ccccc2)sc(C)c1-c1ccc(OC)cc1	12	0.3	13	0.5
21	CCCCOC(=O)c1ccc(NC(=O)/C=C/c2ccc(OC)cc2)cc1	13	-0.9	-10	0.3
22	Cc1ccc(C(=O)Cn2c3ccccc3n3nc(CCC(=O)O)c(=O)nc23)cc1	-10	3.3	-2	-0.1
23	COC(CNC(=O)Cn1c(=S)[nH]c2ccccc2c1=O)OC	4	0.8	12	-0.1
24	CCC(C)OC(=O)C1=C(C)NC2=C(C(=O)CC(c3ccc(Cl)cc3)C2)C1c1ccccc1OC (stereo unspecified)	13	-0.6	-8	0.4
25	Cc1ccc(NC(=O)COc2ccccc2Br)cc1	-6	0.6	-60	0.0

# Entries of single compounds, looked up by structure. Screens in order: MITF primary, GPR151 activ, TEAD-YAP block, FBW7 activator
# Listed for CCSc1nnc2c(n1)OC(c1cc(Br)c(O)c(OC)c1)Nc1ccccc1-2 (stereo unspecified) : 12, 1.1, 3, 0.2
# Listed for COC(CNC(=O)Cn1c(=S)[nH]c2ccccc2c1=O)OC : 4, 0.8, 12, -0.1
# Listed for CCOCC(=O)Nc1nnc(SCCOC)s1 : 9, -0.2, 12, -0.1
# Listed for COC(=O)NNC(=S)NCc1ccc(C)cc1 : -2, 5.6*, 0, 0.2

# Additional entries
item	Compound	MITF primary	GPR151 activ	TEAD-YAP block	FBW7 activator
26	Oc1ccc(CCNc2cc(Nc3nccc4ccccc34)ncn2)cc1	2	0.6	16	0.2
27	Cc1ccc(S(=O)(=O)N(C)CC(=O)NCC(O)Cn2c3ccccc3c3ccccc32)cc1 (stereo unspecified)	-11	1.6	10	0.0
28	COc1ccc(C2=NS(=O)(=O)N(C)C(C(=O)NC(C)c3ccccc3)=C2)cc1OC (stereo unspecified)	19	-1.6	5	0.5
29	CCn1c(SCC(=O)Nc2ccc(C(C)=O)cc2)nnc1-c1ccco1	4	0.4	21	0.0
30	COc1ccccc1C1=NN(c2nc(-c3ccccc3)c3cc(Cl)ccc3n2)C(c2ccc(Br)cc2)C1 (stereo unspecified)	0	0.3	-1	-0.1
31	CCS(=O)(=O)NC(C)C(c1cccs1)N1CCN(Cc2ccccc2)CC1 (stereo unspecified)	9	-0.3	7	-0.2
32	CCOC(=O)c1sc2nc(SCC(=O)NCc3ccccc3)n(CCc3ccc(Cl)cc3)c(=O)c2c1C	4	-0.2	5	0.2
33	O=C(CCCCCn1c(=S)[nH]c2cc3c(cc2c1=O)OCO3)N1CCN(c2ccccc2)CC1	-2	1.6	-8	0.1
34	Cc1cccc(OCC(=O)N/N=C\c2ccc(N(C)C)cc2)c1	-2	-0.6	9	0.0
35	CCc1cc2c(=O)c(Oc3ccccc3)c(C)oc2cc1OC	3	1.2	2	-0.1
36	O=C(O)CSc1c2ccccc2cc2ccccc12	-19	-0.9	7	-0.4
37	CCOC(=O)N1CCC2(CC1)OCc1cc(-c3cncnc3)ccc1O2	-4	-0.2	-3	-0.1
38	CCOC(=O)CNC(=O)/C(=C\c1ccco1)NC(=O)c1ccc(Br)cc1	3	1.8	2	-0.3
39	COc1nc(OC)nc(-n2cnc(S(N)(=O)=O)n2)n1	18	1.2	-1	0.5
40	CC(=O)Oc1ccc(/C=C(/NC(=O)c2ccccc2)C(=O)NCCC(=O)O)cc1	-4	-0.4	-3	0.3
41	COc1cc(C(=O)Nc2sc3c(c2C#N)CCC(C)C3)c(Br)c(OC)c1OC (stereo unspecified)	4	0.2	34*	-0.1
42	CCOc1ccc(NC2=NCC(=O)N2Cc2cccs2)cc1	1	1.5	3	0.2
43	CC1CCC(=NNC(=O)c2ccccc2O)CC1 (stereo unspecified)	-1	3.1	-32	-0.1
44	O=C(CN(c1ccc(F)cc1)S(=O)(=O)c1cccnc1)NCc1ccccc1	-17	-0.6	6	1.0
45	O=C(Nc1nc(=O)c2ccccc2s1)c1ccc(Cl)c(Cl)c1	12	-1.2	6	0.6
46	COc1ccc(CCN(C)C2CCCN(CC(C)(C)CO)C2)cc1OC (stereo unspecified)	-8	2.2	4	-0.1
47	CC(C)N1CCN(Cc2ccccc2-c2ccco2)CC1CCO (stereo unspecified)	5	0.1	16	0.1
48	Cc1nc2ccccc2c(=O)n1N(C1=CC=CCC1)c1ccccc1	-4	-1.1	-5	0.2
49	CC(C)CCOc1ccc(C(=O)N2CCCC2C(=O)O)cc1 (stereo unspecified)	0	-0.5	-5	-0.1
50	CC1=NNC(=O)/C1=C\c1c(C)[nH]n(-c2ccc(Br)cc2)c1=O	5	1.7	7	-0.5

# The list goes on:
item	Compound	MITF primary	GPR151 activ	TEAD-YAP block	FBW7 activator
51	CCCN1C(=O)C2C(C(=O)Nc3ccc(C(C)C)cc3)C3C=CC2(O3)C1C(=O)NC1CCCC(C)C1C (stereo unspecified)	3	-0.3	2	0.1
52	COC(=O)C(C)Sc1nc2c(c(=O)[nH]c(=O)n2C)n1CCC(C)C (stereo unspecified)	-12	0.3	-2	-0.2
53	CC(C)c1ccc(CN2C[C@@H](n3cnnn3)C[C@H]2C(=O)NC2CCCCCC2)cc1	5	-0.4	4	0.0
54	NC(=O)c1cc2ccc(O)cc2oc1=Nc1cccc(C(F)(F)F)c1	19	2.3	0	0.1
55	O=C(Nc1nnc(-c2cccc(Cl)c2)s1)c1ccco1	-3	0.2	-3	-0.2
56	CC(C)C1N(C(=O)CN2CCCCC2)CCN1S(=O)(=O)c1ccccc1 (stereo unspecified)	-19	-0.4	-10	0.1
57	CCOC(=O)c1c(NC(=O)c2ccc([N+](=O)[O-])cc2)sc(C(=O)Nc2ccc(C)c(Cl)c2)c1C	16	2.0	2	0.3
58	CCOc1ccc(C(C)NC(=O)C2CCCC2)cc1 (stereo unspecified)	4	1.0	5	0.1
59	CCCc1noc(CN(C)CCc2cnn(C)c2)n1	2	2.4	3	-0.1
60	CNC(=O)COC(=O)CCOc1ccc(OC)cc1	-9	0.8	5	0.1
61	COc1ccccc1Cn1ccn(Cc2ccc(C)cc2)c(=O)c1=O	-4	-1.5	5	0.0
62	CC(C)n1c(C(O)c2ccc3c(c2)OCO3)nc2ccccc21 (stereo unspecified)	13	-0.9	10	0.0
63	COc1c2c(nc3occc13)C(CC=C(C)C)(OC)C(=O)C=C2 (stereo unspecified)	-15	-0.9	-6	-0.2
64	CCCC(=O)N1CCN(c2nc(-c3ccc(F)cc3)cs2)CC1	15	-0.1	8	1.1
65	O=C(NCCc1ccc(Cl)cc1)c1cnn2c(C(F)(F)F)cc(-c3cccs3)nc12	5	-0.3	9	0.1
66	Cc1ccc(CNC(=O)COc2ccccc2Cl)cc1	7	3.2	3	0.0
67	N#CC(C#N)=C(N)/C(C#N)=C\c1ccc(-c2ccccc2)o1	7	-0.4	2	-0.3
68	NC(=O)c1ccc(CSc2ccccc2)cc1	28	-2.3	-27	0.5
69	COc1ccccc1N1CCN(C(=O)COc2ccccc2Cl)CC1	-1	0.0	6	-0.1
70	Cc1cccc(OCC(=O)Oc2cccc(NC3=NS(=O)(=O)c4ccccc43)c2)c1	6	-0.2	-5	0.1
71	CN1CCC(N(C)C(=O)c2ccc(N3CCCCC3)c([N+](=O)[O-])c2)CC1	-17	2.4	1	-0.1
72	Cn1cccc1/C=C1\C(=O)NC(=O)N(c2cccc(Cl)c2Cl)C1=O	15	-0.6	24	-0.1
73	O=C(NCc1ccsc1)C1CC(CCc2ccccc2)=NO1 (stereo unspecified)	-3	-0.9	0	0.0
74	O=C(NCc1ccc(F)cc1)c1ccc2c(=O)n(Cc3ccccc3)c(=S)[nH]c2c1	5	-0.6	7	0.0
75	O=C(Cc1ccc(N2CCC(NCCc3cscn3)CC2)cc1)NCc1ccccn1	0	0.7	-13	0.1

# Other compounds:
item	Compound	MITF primary	GPR151 activ	TEAD-YAP block	FBW7 activator
76	CC1CCN(Cc2nnnn2CCCC(=O)NCCN2CCOCC2)CC1	-10	-2.0	-3	0.1
77	COc1ccc(NC(=O)c2cc(N3CCCCCC3)nc3ccccc23)cc1Cl	2	0.2	-30	0.0
78	O=C(Nc1ccc(F)c(Cl)c1)c1cc(S(=O)(=O)NCCc2ccccc2)ccc1F	10	0.7	-1	-0.2
79	Cc1cccc(-c2cc(C(=O)NCc3ccc(Cl)cc3)c3ccccc3n2)c1	4	0.6	3	0.0
80	COc1cc(-c2nc(N)c3c(=O)oc4ccccc4c3n2)cc(OC)c1OC	-18	1.8	2	0.0
81	COc1ccc(N2C(=O)c3ccc(C(=O)Nc4ccc(Br)cc4)cc3C2=O)cc1	3	0.3	4	0.0
82	O=C1c2ccccc2-c2onc3c(N4CCN(c5ncccn5)CC4)cc(Nc4ccc5c(c4)OCCO5)c1c23	-13	-0.3	1	-0.1
83	CCCCC(=O)Nc1nnc(SCC(=O)Nc2cc(C)cc(C)c2)s1	-6	1.3	-8	0.0
84	Cc1ccc(N2CC(C(=O)NCc3ccc4c(c3)OCO4)CC2=O)cc1 (stereo unspecified)	1	-0.7	-1	0.0
85	COc1ccccc1NC(=O)Cn1cnc2sc(C(=O)Nc3ccc(F)c(Cl)c3)c(C)c2c1=O	21	0.8	0	-0.1
86	Cc1c(Cl)cccc1NC(=O)Cn1cnc2ccccc2c1=O	10	-0.8	6	0.1
87	Cc1ccc(CNC(=O)CC2C(=O)NCCN2Cc2ccc(-c3ccccc3)cc2)s1 (stereo unspecified)	-1	0.7	-5	-0.2
88	COc1cc(C(c2c(N)[nH]c(=S)[nH]c2=O)c2c(N)[nH]c(=S)[nH]c2=O)ccc1O	0	0.5	1	-0.2
89	Cc1ccc(C2(O)C[n+]3ccccc3N2C2CCCCC2)cc1 (stereo unspecified)	0	-0.4	1	0.0
90	CCOC(=O)c1c(N)sc2c1CC(C)(C)OC2	5	-1.3	6	0.0
91	CCOCCC(=O)N1CCCC(C(=O)OCC)C1 (stereo unspecified)	1	-0.1	-1	-0.1
92	COc1ccc(CC2(CCC(=O)N(C)C(C)c3cccs3)CCC(=O)N2)cc1 (stereo unspecified)	-2	0.2	-1	1.2
93	CC(c1ccccc1)C1NC(C(=O)O)CS1 (stereo unspecified)	-4	1.8	4	-0.1
94	COc1ccc(NC(=O)c2ccc(Cl)cc2Cl)c([N+](=O)[O-])c1	-7	0.1	-3	0.2
95	CCNC(=O)c1ccc2c(c1SCC)C(=O)c1ccccc1C2=O	-4	0.0	-22	-0.1
96	COCCCN1C(=O)/C(=C2/C(=O)N(Cc3ccccc3F)c3ccccc32)SC1=S	1	-0.2	2	0.0
97	COc1ccccc1NC(=O)C1CCCN1C(=O)Nc1ccccc1 (stereo unspecified)	1	1.1	0	0.1
98	Cc1cccc(N(CC(=O)N2CCc3ccccc3C2)S(C)(=O)=O)c1	-5	0.2	-2	0.0
99	COC(=O)c1cccc(NC(=O)C23CC4CC(C2)CC(C(=O)Nc2cccc(C(=O)OC)c2)(C4)C3)c1	-8	-0.7	-3	0.0
100	CCOC(=O)c1ccc(NC(=O)CSc2nccn2-c2cc(C)ccc2OC)cc1	10	0.7	6	0.5
101	Cc1cccc(NC(=O)c2ccccc2Cl)c1C(=O)O	-5	0.1	-1	0.0
